Compound activity (PubChem)
hIAP act: human IAP activators, primary screen, biochemical, luminescence, uHTS | purified human IAP, CDP-Star luminescence, 30 min; stronger effect = higher value; 1 = vehicle-only enzyme, 0 = enzyme-free background | activation factor at 10 µM | hit rate 0.16% among 330,000 | AID 2524, 2010 | Intestinal-type alkaline phosphatase (Homo sapiens), P09923;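 active = activation factor of the enzyme at least 2-fold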; note: the source names both 10 and 20 µM as test concentration; values of inactives mirror those of a sister screen read the other way
Target sequence (P09923 whole entry, looked up): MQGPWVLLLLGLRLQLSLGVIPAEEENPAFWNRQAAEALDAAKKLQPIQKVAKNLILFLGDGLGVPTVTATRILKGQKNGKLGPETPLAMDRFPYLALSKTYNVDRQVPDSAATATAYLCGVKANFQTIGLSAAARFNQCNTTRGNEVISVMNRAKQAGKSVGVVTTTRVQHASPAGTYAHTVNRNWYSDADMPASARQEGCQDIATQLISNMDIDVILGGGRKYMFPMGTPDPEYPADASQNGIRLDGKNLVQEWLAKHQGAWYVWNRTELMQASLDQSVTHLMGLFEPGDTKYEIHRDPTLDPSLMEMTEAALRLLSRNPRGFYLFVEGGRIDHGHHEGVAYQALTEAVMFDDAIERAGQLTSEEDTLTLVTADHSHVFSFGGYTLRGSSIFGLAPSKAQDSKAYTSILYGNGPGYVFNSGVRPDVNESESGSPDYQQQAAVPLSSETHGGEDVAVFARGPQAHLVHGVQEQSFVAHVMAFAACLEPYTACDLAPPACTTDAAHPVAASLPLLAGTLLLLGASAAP
mIAP activ: activators of mouse IAP, primary screen, biochemical, luminescence, uHTS | intestinal alkaline phosphatase [Mus musculus] | muIAP, CDP-Star luminescence, 30 min; stronger effect = higher value; 1 = vehicle-only enzyme signal, 0 = enzyme-free wells | activation factor at 10 µM | hit rate 0.24% among 330,000 | AID 2805, 2010;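 active = activation factor of at least 2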; note: the source names both 10 and 20 µM as test concentration; values of inactives mirror those of a sister screen read the other way
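Assay system: mouse IAP enzyme / Compound: DMSO-dissolved test compounds / Timing: 30 min, room temperature / Measured by: luminescence from enzymatic CDP-Star hydrolysis / Control set: DMSO-only wells, enzyme-free buffer wells as negative control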
hIAP inh: human IAP inhibitors, primary screen, biochemical, luminescence, uHTS; Intestinal-type alkaline phosphatase (Homo sapiens), P09923; purified IAP, CDP-Star luminescence, 30 min; inhibition, % at 10 µM; hit rate 0.12% among 330,000;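 active = inhibition reaching a set limit with compound at 10 µM in the primary screen, cut at about 35% in these data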;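 note: plate controls were DMSO wells with enzyme for no effect and no-enzyme buffer wells for full effect; values of inactives mirror those of a sister screen read the other way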
mIAP inh: inhibitors of mouse IAP, primary screen, biochemical, luminescence, uHTS; hit rate 0.2% among 330,000; inhibition, % at 10 µM; intestinal alkaline phosphatase [Mus musculus]; purified mouse IAP, CDP-Star luminescence, 30 min; AID 2806, 2010;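 active = inhibition of at least 40% at 10 µM in the primary screen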;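 note: plate controls were DMSO with enzyme for no effect and no enzyme wells for full effect; values of inactives mirror those of a sister screen read the other way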
beta cell repl: inducers of MIN6 beta-cell proliferation, primary screen, ATP luminescence, uHTS. MIN6 cells proliferation, ATPlite luminescence, 48 h; cells starved in 0.2% serum; 100% = growth in 10% serum. proliferation, % at 10 µM. hit rate 0.29% among 330,000. AID 2380, 2010;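 active = compounds whose signal lies at least 3.5 SD above the mean of all wells on their plate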;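 note: 0% = DMSO-treated cells in low-serum medium and 100% = 10% serum control; some compounds called inactive have numbers as strong as hits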
MPTP block: mitochondrial permeability transition pore inhibitors, primary screen, biochemical, isolated mouse mitochondria, absorbance. Ca2+ swelling absorbance, 30 min. inhibition, % at 10 µM. hit rate 1.4% among 360,000;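 active = inhibition of 50% or more, scaled per plate between neutral and stimulator controls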;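 note: 0% = DMSO wells given calcium and 100% = 1 mM EGTA wells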
GRIN3A LBD mod: binders of NR3A ligand-binding domain, primary screen, biophysical, differential scanning fluorimetry, uHTS; Glutamate receptor ionotropic, NMDA 3A (GRIN3A) ligand-binding domain; NR3A LBD differential scanning fluorimetry, Tm shift; 0% = protein alone, 100% = glycine-bound protein; Tm shift relative to glycine control, % at 25 µM; hit rate 2.5% among 340,000;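 active = melting temperature shift of at least 10% of the positive control shift, at one fixed dose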
A3G deaminase: APOBEC3G DNA deaminase inhibitors, primary screen, biochemical, fluorescence, single-stranded DNA substrate, uHTS | AID 493012, 2011 | hit rate 0.28% among 330,000 | inhibition, % at 20 µM | recombinant A3G, ssDNA deamination FAM/TAMRA fluorescence;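 active = inhibition of at least 40% at 20 µM, with no more than 30% in the related APOBEC3A deaminase screen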;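 note: plate controls were DMSO wells with A3G for no effect and wells lacking A3G enzyme for full effect; some compounds called inactive have numbers as strong as hits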
APOBEC3A inh: APOBEC3A ssDNA deaminase inhibitors, primary screen, selectivity assay for APOBEC3G inhibitor project, biochemical, FAM/TAMRA oligo cleavage fluorescence | DNA dC->dU-editing enzyme APOBEC-3A (Homo sapiens), P31941 | recombinant A3A, FAM/TAMRA ssDNA deamination fluorescence | inhibition, % at 20 µM | hit rate 0.41% among 330,000 | AID 493011, 2011;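 active = at least 40% inhibition at 20 µM here, with at most 30% in a related deaminase screen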;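 note: plate controls were A3A with DMSO for no effect and wells lacking A3A enzyme for full effect; some results filed as inactive read as strong as hits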
Target sequence (P31941 whole entry, looked up): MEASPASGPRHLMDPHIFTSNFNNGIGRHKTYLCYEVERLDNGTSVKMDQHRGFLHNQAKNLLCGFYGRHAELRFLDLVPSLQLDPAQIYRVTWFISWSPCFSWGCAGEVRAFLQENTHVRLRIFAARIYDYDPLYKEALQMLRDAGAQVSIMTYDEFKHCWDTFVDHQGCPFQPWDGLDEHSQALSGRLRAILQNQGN
Active calls of the source: *. Rows were taken by chance; about 5% have a hit in one of these screens.

Results for O=C(/C=C/c1cccc([N+](=O)[O-])c1)N1CCN(c2ccc(F)cc2)CC1 ?
hIAP act: 0.93; mIAP activ: 1.1; hIAP inh: 7; mIAP inh: -7; beta cell repl: -1; MPTP block: 2.4; GRIN3A LBD mod: 1; A3G deaminase: -1; APOBEC3A inh: 3

What do the screens show for `CCOc1ccc(NC(=O)c2ccc3c(c2)CCN3S(C)(=O)=O)cc1`?
hIAP act: 0.91; mIAP activ: 1; hIAP inh: 10; mIAP inh: -4; beta cell repl: -3; MPTP block: 0.6; GRIN3A LBD mod: -2; A3G deaminase: -6; APOBEC3A inh: -1

How did CCc1nnc(NC(=O)CN2C(=O)c3ccccc3C2=O)s1 do in these assays?
hIAP act: 1.5; mIAP activ: 1.1; hIAP inh: -49; mIAP inh: -6; beta cell repl: -2; MPTP block: 0.1; GRIN3A LBD mod: 2; A3G deaminase: -3; APOBEC3A inh: -3

Results for CCOC(=O)C1CCN(CC(O)COCc2ccc3c(c2)OCO3)CC1 (stereo not given) ?
hIAP act: 1; mIAP activ: 1.1; hIAP inh: -3; mIAP inh: -6; beta cell repl: 0; MPTP block: 1.2; GRIN3A LBD mod: -1; A3G deaminase: -4; APOBEC3A inh: 6

What do the screens show for `CC1=C(C(=O)Nc2cccc([N+](=O)[O-])c2)C2(CCC(C)CC2)OC1=O` (stereo not given)?
hIAP act: 1; mIAP activ: 0.96; hIAP inh: -3; mIAP inh: 4; beta cell repl: -1; MPTP block: 3.4; GRIN3A LBD mod: 0; A3G deaminase: -2; APOBEC3A inh: -3

How did CCn1c2ccccc2c2cc(NC(=O)COC(=O)c3cc(S(=O)(=O)N4CCCCC4)ccc3Cl)ccc21 do in these assays?
hIAP act: 0.99; mIAP activ: 1.1; hIAP inh: 1; mIAP inh: -7; beta cell repl: -3; MPTP block: 0.0; GRIN3A LBD mod: 5; A3G deaminase: -7; APOBEC3A inh: -3

How did O=C(CCc1ccccc1)Nc1nc2c(F)cc(F)cc2s1 do in these assays?
hIAP act: 0.91; mIAP activ: 0.99; hIAP inh: 9; mIAP inh: 1; beta cell repl: -3; MPTP block: 12; GRIN3A LBD mod: 0; A3G deaminase: 2; APOBEC3A inh: 1

How did CN(C)CCn1c(C(=O)O)cc2ccccc21 do in these assays?
hIAP act: 1.1; mIAP activ: 1; hIAP inh: -14; mIAP inh: -2; beta cell repl: 1; MPTP block: -1.9; GRIN3A LBD mod: 0; A3G deaminase: 5; APOBEC3A inh: -4

What do the screens show for `CCOC(=O)c1cnc(-n2nc(C)cc2C)nc1NCCO`?
hIAP act: 0.97; mIAP activ: 0.98; hIAP inh: 2; mIAP inh: 2; beta cell repl: 4; MPTP block: -5.3; GRIN3A LBD mod: -1; A3G deaminase: 1; APOBEC3A inh: 3

Results for Cc1ccc(C2=NOC(C)(c3nnc(-c4ccc(Cl)cc4)o3)C2)cc1 (stereo not given) ?
hIAP act: 0.89; mIAP activ: 0.82; hIAP inh: 11; mIAP inh: 18; beta cell repl: -4; MPTP block: -0.6; GRIN3A LBD mod: -3; A3G deaminase: -7; APOBEC3A inh: -3

What do the screens show for `COc1cccc(/C=C/C(=O)OCC(=O)NCc2ccc(Cl)cc2)c1`?
hIAP act: 1.2; mIAP activ: 1.1; hIAP inh: -17; mIAP inh: -6; beta cell repl: 2; MPTP block: 0.2; GRIN3A LBD mod: -7; A3G deaminase: 3; APOBEC3A inh: 3

How did O=C(NN1CCOCC1)c1c(-c2ccccc2)sc2ccccc12 do in these assays?
hIAP act: 1; mIAP activ: 1; hIAP inh: -4; mIAP inh: -1; beta cell repl: -1; MPTP block: -0.7; GRIN3A LBD mod: 0; A3G deaminase: -6; APOBEC3A inh: -2

How did COc1ccccc1C1=NOC(C)(c2sc(-c3ccccc3)nc2C)C1 (stereo not given) do in these assays?
hIAP act: 0.97; mIAP activ: 1; hIAP inh: 3; mIAP inh: -4; beta cell repl: -2; MPTP block: -0.5; GRIN3A LBD mod: 0; A3G deaminase: -9; APOBEC3A inh: -6

What do the screens show for `O=C(O)CC(NC(=O)C12CC3CC(CC(C3)C1)C2)c1ccc(OC2CCCC2)cc1` (stereo not given)?
hIAP act: 0.95; mIAP activ: 0.78; hIAP inh: 5; mIAP inh: 22; beta cell repl: -1; MPTP block: -0.9; GRIN3A LBD mod: -1; A3G deaminase: 2; APOBEC3A inh: -4

Results for CC1(OC(=O)c2cnc3ccccc3n2)C(=O)C=C2C=C(C3CC3)OC=C2C1=O (stereo not given) ?
hIAP act: 0.97; mIAP activ: 0.98; hIAP inh: 2; mIAP inh: 2; beta cell repl: -4; A3G deaminase: -5; APOBEC3A inh: 4

What do the screens show for `CCc1ccc(C(c2c(C)nn(-c3ccccc3)c2N)c2c(C)nn(-c3ccccc3)c2N)cc1`?
hIAP act: 0.99; mIAP activ: 0.77; hIAP inh: 1; mIAP inh: 23; beta cell repl: 0; MPTP block: 0.3; GRIN3A LBD mod: 1; A3G deaminase: -13; APOBEC3A inh: -3

What do the screens show for `O=C(Nc1nncs1)c1ccc(S(=O)(=O)c2ccccc2)cc1`?
hIAP act: 1.1; mIAP activ: 0.97; hIAP inh: -12; mIAP inh: 3; beta cell repl: -2; MPTP block: -0.8; GRIN3A LBD mod: 0; A3G deaminase: -5; APOBEC3A inh: -2

Results for CCOC(=O)c1c(C)[nH]c(C)c1S(=O)(=O)N1CCN(c2ccc(F)cc2)CC1 ?
hIAP act: 1; mIAP activ: 1.1; hIAP inh: -2; mIAP inh: -8; beta cell repl: 1; MPTP block: 0.5; GRIN3A LBD mod: 2; A3G deaminase: 5; APOBEC3A inh: 0

How did Cn1c(SCC(=O)NCCc2ccccc2)nnc1C1CCCCC1 do in these assays?
hIAP act: 0.89; mIAP activ: 0.95; hIAP inh: 11; mIAP inh: 5; beta cell repl: 0; MPTP block: 0.5; GRIN3A LBD mod: -1; A3G deaminase: -8; APOBEC3A inh: -2

Results for CCCC(=O)Nc1ccc(Cl)c(NC(=O)c2ccco2)c1 ?
hIAP act: 1; mIAP activ: 0.93; hIAP inh: -4; mIAP inh: 7; beta cell repl: 0; MPTP block: -1.0; GRIN3A LBD mod: 2; A3G deaminase: -7; APOBEC3A inh: -2

How did CCCNC(=O)c1ccc(C2SCC(=O)N2Cc2ccccc2)cc1 (stereo not given) do in these assays?
hIAP act: 1.1; mIAP activ: 1; hIAP inh: -7; mIAP inh: -3; beta cell repl: 3; MPTP block: -0.1; GRIN3A LBD mod: -2; A3G deaminase: 5; APOBEC3A inh: -1

What do the screens show for `COc1ccc(NC(=O)c2cc3ccccc3cc2OC)cc1OC`?
hIAP act: 0.99; mIAP activ: 0.91; hIAP inh: 1; mIAP inh: 9; beta cell repl: -1; MPTP block: -0.1; GRIN3A LBD mod: -5; A3G deaminase: -4; APOBEC3A inh: 0

Results for COc1cc2c(cc1OC)CN(C(=O)CSc1nc3[nH]ncc3c(=O)n1-c1ccccc1)CC2 ?
hIAP act: 1.5; mIAP activ: 0.92; hIAP inh: -50; mIAP inh: 8; beta cell repl: -3; GRIN3A LBD mod: -1; A3G deaminase: 5; APOBEC3A inh: 1

How did Cc1ccc(N2C(=O)CSC2c2c(F)cccc2Cl)cc1 (stereo not given) do in these assays?
hIAP act: 1; mIAP activ: 0.93; hIAP inh: -2; mIAP inh: 7; beta cell repl: 2; MPTP block: -0.6; GRIN3A LBD mod: -4; A3G deaminase: -6; APOBEC3A inh: -3

What do the screens show for `COc1ccccc1-c1coc2c(CN3CCCCC3C)c(O)ccc2c1=O` (stereo not given)?
hIAP act: 0.78; mIAP activ: 0.93; hIAP inh: 22; mIAP inh: 8; beta cell repl: -3; MPTP block: -0.3; GRIN3A LBD mod: -1; A3G deaminase: -5; APOBEC3A inh: -3

How did O=C1CSC(c2cn(-c3ccccc3)nc2-c2cc3ccccc3oc2=O)N1Cc1cccnc1 (stereo not given) do in these assays?
hIAP act: 1.1; mIAP activ: 1.1; hIAP inh: -7; mIAP inh: -13; beta cell repl: 2; MPTP block: -1.8; GRIN3A LBD mod: 1; A3G deaminase: -2; APOBEC3A inh: -3

What do the screens show for `COc1cccc(CN2CCN(c3ncccn3)CC2)c1`?
hIAP act: 0.97; mIAP activ: 1; hIAP inh: 2; mIAP inh: 0; beta cell repl: -2; MPTP block: -0.1; GRIN3A LBD mod: -1; A3G deaminase: -4; APOBEC3A inh: 1

How did COCCN(CC1CCCN(C2Cc3ccccc3C2)C1)C(=O)c1ccc(C(C)=O)cc1 (stereo not given) do in these assays?
hIAP act: 1; mIAP activ: 0.91; hIAP inh: -2; mIAP inh: 10; beta cell repl: -2; MPTP block: -0.2; GRIN3A LBD mod: 0; A3G deaminase: -3; APOBEC3A inh: -5

How did CS(=O)(=O)c1ccccc1-c1nnc(NC(=O)COc2ccc(Cl)cc2)o1 do in these assays?
hIAP act: 1.2; mIAP activ: 0.98; hIAP inh: -15; mIAP inh: 2; beta cell repl: -1; MPTP block: -1.7; GRIN3A LBD mod: -3; A3G deaminase: -3; APOBEC3A inh: -4

What do the screens show for `COc1ccc(C(=O)Cc2cc(OC)c(OC)cc2C(=O)c2ccccc2F)cc1OC`?
hIAP act: 1; mIAP activ: 1.1; hIAP inh: -2; mIAP inh: -8; beta cell repl: -1; MPTP block: -0.7; GRIN3A LBD mod: -1; A3G deaminase: -12; APOBEC3A inh: -4

What do the screens show for `CN1C(=O)c2ccc(C(=O)Nc3ccc(Br)cn3)cc2C1=O`?
hIAP act: 0.85; mIAP activ: 0.95; hIAP inh: 15; mIAP inh: 5; beta cell repl: -5; MPTP block: 0.1; GRIN3A LBD mod: -22; A3G deaminase: -5; APOBEC3A inh: -4

What do the screens show for `O=CN1CCCN(Cc2nc(Cc3ccccc3F)no2)CC1`?
hIAP act: 0.97; mIAP activ: 0.94; hIAP inh: 3; mIAP inh: 6; beta cell repl: 0; MPTP block: -0.2; GRIN3A LBD mod: 0; A3G deaminase: 1; APOBEC3A inh: 0

Results for Oc1ccc(C[C@H]2CNCCN2CCc2cccc3ccccc23)cc1 ?
hIAP act: 0.99; mIAP activ: 1.1; hIAP inh: 0; mIAP inh: -6; beta cell repl: -8; MPTP block: 76*; GRIN3A LBD mod: 0; A3G deaminase: -1; APOBEC3A inh: 0

How did O=C(O)CN1C(=O)c2ccc(Oc3cccc4c3C(=O)N(CC(=O)O)C4=O)cc2C1=O do in these assays?
hIAP act: 0.93; mIAP activ: 0.95; hIAP inh: 8; mIAP inh: 5; beta cell repl: 0; MPTP block: -1.1; GRIN3A LBD mod: 2; A3G deaminase: -6; APOBEC3A inh: 5
